# CIT2-GFP yeast: alters CIT2-GFP fluorescence in TOR pathway yeast screen. 320,000 tested, 0.065% active. GFP response vs DMSO, % at 10 µM. S. cerevisiae CIT2-GFP strain, flow cytometry, 3 h; 100 means same as DMSO wells;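 active = GFP response relative to DMSO above a set limit, near the screen mean plus 3 SD, cut at about 150% in these data; inconclusive = Fewer than 70 cells measured for a yeast strain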;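 also: ratio of well median GFP fluorescence to mean of DMSO wells on the plate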
# GRK2 aptamer HTS: human GRK2 inhibition via aptamer displacement. 330,000 tested, 0.59% active. AID 488847. bead flow cytometry, FAM-aptamer displacement from GRK2. inhibition of aptamer binding, % at 10 µM;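 active = inhibition of aptamer binding above 40%, roughly 3 SD of noise, on plates passing a quality check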;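 also: median bead fluorescence of bound FAM aptamer so fluorescent compounds give negative values; no value below 0 was filed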
# Target sequence (P25098 whole entry, looked up): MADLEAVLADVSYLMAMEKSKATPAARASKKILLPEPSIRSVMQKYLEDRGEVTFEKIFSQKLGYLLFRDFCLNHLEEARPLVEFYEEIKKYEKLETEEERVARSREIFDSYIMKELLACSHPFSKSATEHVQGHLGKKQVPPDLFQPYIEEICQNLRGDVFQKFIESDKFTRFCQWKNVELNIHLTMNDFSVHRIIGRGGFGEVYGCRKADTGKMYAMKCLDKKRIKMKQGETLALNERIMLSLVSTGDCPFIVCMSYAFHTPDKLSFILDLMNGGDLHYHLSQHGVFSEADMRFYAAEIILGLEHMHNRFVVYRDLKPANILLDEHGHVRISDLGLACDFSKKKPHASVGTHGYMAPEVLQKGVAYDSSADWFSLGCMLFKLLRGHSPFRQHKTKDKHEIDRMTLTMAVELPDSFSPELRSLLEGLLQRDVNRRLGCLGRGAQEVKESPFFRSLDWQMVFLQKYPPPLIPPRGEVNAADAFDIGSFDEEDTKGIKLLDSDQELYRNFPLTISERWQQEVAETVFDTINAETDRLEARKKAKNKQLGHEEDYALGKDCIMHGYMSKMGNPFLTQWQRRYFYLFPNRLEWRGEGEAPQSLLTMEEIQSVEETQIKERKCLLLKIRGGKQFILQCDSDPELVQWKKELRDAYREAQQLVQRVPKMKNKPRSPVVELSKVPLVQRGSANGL
# RPL19A TOR yeast: yeast TOR pathway RPL19A-GFP modulation | S. cerevisiae RPL19A-GFP strain, flow cytometry, 3 h; stronger effect = lower value | percent response vs DMSO, % at 10 µM | 330,000 tested, 0.3% active;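 active = percent response vs DMSO below 50%; inconclusive = fewer than 70 events counted for the yeast strain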;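 also: median channel GFP fluorescence of the barcoded RPL19A-GFP strain; ratio of sample median GFP to plate DMSO average so 100% = DMSO; lower means less RPL19A-GFP as with rapamycin TOR inhibition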
# VLA-4 inh: inhibition in a human VLA-4 binding assay | P13612 | VLA-4 expressing cells, ligand binding flow cytometry | inhibition, % (about 7 µM as worked out from the volumes in the protocol) | 330,000 tested, 0.2% active; in the data active = inhibition above about 50%
# AGP1 TOR yeast: yeast TOR pathway AGP1-GFP modulation | 320,000 tested, 0.02% active | GFP response vs DMSO, % at 10 µM | S. cerevisiae AGP1-GFP multiplex flow cytometry, 3 h; GFP as percent of DMSO wells;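 active = GFP response relative to DMSO above a set limit, near screen average plus 3 SD, cut at about 150% in these data; inconclusive = fewer than 70 cells counted for the yeast strain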;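 also: median GFP channel fluorescence of the gated AGP1 strain per well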
# CR mimetic SO: caloric restriction mimetics inhibiting age-related superoxide in yeast; S. cerevisiae aged cells, superoxide DHE fluorescence; stronger effect = lower value; superoxide response (% of plate mean), % at 10 µM; 330,000 tested, 0.18% active; AID 2690;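 active = superoxide response under a set limit, about three screen SD below normal, cut at about 65% in these data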;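 also: yeast aged for seven days with compound at 30 °C before DHE staining; 100% = average MFI of all compound-treated wells on the plate with controls excluded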
# LAP4-GFP MLPCN: yeast TOR pathway LAP4-GFP modulation; S. cerevisiae LAP4-GFP multiplex, flow cytometry GFP, 3 h; median GFP as percent of DMSO wells; GFP response vs DMSO, % at 10 µM; 320,000 tested, 0.34% active; AID 2023;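 active = GFP response vs DMSO above a set limit, about the screen mean plus 3 SD, cut at about 150% in these data; inconclusive = under 70 cell events counted for the yeast strain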
# MEP2-GFP yeast: yeast TOR pathway MEP2-GFP modulation; AID 2016; S. cerevisiae MEP2-GFP strain, flow cytometry GFP, 3 h; 100% = DMSO control level; 330,000 tested, 0.51% active; GFP response vs DMSO, % at 10 µM;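 active = GFP response versus DMSO above a set limit, roughly screen mean plus 3 SD, cut at about 180% in these data; inconclusive = fewer than 70 cells counted for a yeast strain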;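 also: median GFP fluorescence of the barcode-gated MEP2-GFP cells per well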
# Numbers without * were called inactive; ? = inconclusive; & = joins results of further samples.
# Sample of the layout:
# Codes: A = CIT2-GFP yeast; B = GRK2 aptamer HTS; C = RPL19A TOR yeast; D = VLA-4 inh; E = AGP1 TOR yeast; F = CR mimetic SO; G = LAP4-GFP MLPCN; H = MEP2-GFP yeast
mol: O=C(OCc1ccccc1)/C(=C/c1cccc([N+](=O)[O-])c1)NC(=O)c1ccco1
  A = 101; B = 6; C = 103; D = 34; E = 99; F = 101; G = 102; H = 106

mol: O=C(c1ccco1)c1n[nH]nc1-c1ccccc1
  A = 100; B = 1; C = 100; D = 0; E = 105; F = 119; G = 96; H = 109

mol: CC1C(=O)NN=C1C(=O)N/N=C/c1cccs1 (stereo unspecified)
  A = 95; B = 3; C = 98; D = 27; E = 82; F = 84; G = 104; H = 69

mol: CCCN(CCC)S(=O)(=O)c1ccc(NC(=O)c2cc(C(=O)OC)cc([N+](=O)[O-])c2)cc1
  A = 98; B = 0; C = 104; D = 27; E = 100; F = 112; G = 96; H = 96

mol: O=C(Nc1ccccc1C(=O)N1CCCC1)c1cccc(S(=O)(=O)N2CCCCCC2)c1
  A = 97; B = 0; C = 97; D = -3; E = 99; F = 102; G = 95; H = 100

mol: O=C(Nc1nnc(-c2cc(Cl)ccc2Cl)o1)c1ccco1
  A = 97; B = 0; C = 94; D = 13; E = 97; F = 104; G = 107; H = 99

mol: Cn1cnnc1SCc1ccc(C(=O)O)cc1
  A = 94; B = 0; C = 92; D = 8; E = 97; F = 105; G = 93; H = 95

mol: CCc1nnc(NC(=O)CSc2nnc(-c3ccc(O)cc3)n2C)s1
  A = 99; B = 37; C = 99; D = 10; E = 102; F = 88; G = 108; H = 101

mol: CCOc1cccc(C(=O)N(Cc2ccc(F)cc2)C2CCS(=O)(=O)C2)c1 (stereo unspecified)
  A = 95; B = 0; C = 100; D = 9; E = 103; F = 106; G = 91; H = 106

mol: COc1cccc(CC(=O)OCC(=O)Nc2nnc(-c3ccccc3)o2)c1
  A = 96; B = 3; C = 99; D = 3; E = 109; F = 88; G = 119; H = 93

mol: O=C(NCc1ccccc1)NCC12CC3CC(CC(C3)C1)C2
  A = 93; B = 0; C = 88; D = -2; E = 95; F = 104; G = 99; H = 107

mol: CC(C)N(Cc1cnn(C)c1)C(=O)c1ccc(OC2CCN(Cc3ccccn3)CC2)cc1
  A = 100; B = 2; C = 100; D = 7; E = 100; F = 104; G = 88; H = 106

mol: O=C1NC(c2ccc3c(c2)OCO3)Nc2ccccc21 (stereo unspecified)
  A = 90; B = 0; C = 99; D = 3; E = 95; F = 110; G = 97; H = 98

# All compounds of this part, from the start:
# Codes: A = CIT2-GFP yeast; B = GRK2 aptamer HTS; C = RPL19A TOR yeast; D = VLA-4 inh; E = AGP1 TOR yeast; F = CR mimetic SO; G = LAP4-GFP MLPCN; H = MEP2-GFP yeast
mol: O=C(OCc1ccccc1)/C(=C/c1cccc([N+](=O)[O-])c1)NC(=O)c1ccco1
  A = 101; B = 6; C = 103; D = 34; E = 99; F = 101; G = 102; H = 106

mol: O=C(c1ccco1)c1n[nH]nc1-c1ccccc1
  A = 100; B = 1; C = 100; D = 0; E = 105; F = 119; G = 96; H = 109

mol: CC1C(=O)NN=C1C(=O)N/N=C/c1cccs1 (stereo unspecified)
  A = 95; B = 3; C = 98; D = 27; E = 82; F = 84; G = 104; H = 69

mol: CCCN(CCC)S(=O)(=O)c1ccc(NC(=O)c2cc(C(=O)OC)cc([N+](=O)[O-])c2)cc1
  A = 98; B = 0; C = 104; D = 27; E = 100; F = 112; G = 96; H = 96

mol: O=C(Nc1ccccc1C(=O)N1CCCC1)c1cccc(S(=O)(=O)N2CCCCCC2)c1
  A = 97; B = 0; C = 97; D = -3; E = 99; F = 102; G = 95; H = 100

mol: O=C(Nc1nnc(-c2cc(Cl)ccc2Cl)o1)c1ccco1
  A = 97; B = 0; C = 94; D = 13; E = 97; F = 104; G = 107; H = 99

mol: Cn1cnnc1SCc1ccc(C(=O)O)cc1
  A = 94; B = 0; C = 92; D = 8; E = 97; F = 105; G = 93; H = 95

mol: CCc1nnc(NC(=O)CSc2nnc(-c3ccc(O)cc3)n2C)s1
  A = 99; B = 37; C = 99; D = 10; E = 102; F = 88; G = 108; H = 101

mol: CCOc1cccc(C(=O)N(Cc2ccc(F)cc2)C2CCS(=O)(=O)C2)c1 (stereo unspecified)
  A = 95; B = 0; C = 100; D = 9; E = 103; F = 106; G = 91; H = 106

mol: COc1cccc(CC(=O)OCC(=O)Nc2nnc(-c3ccccc3)o2)c1
  A = 96; B = 3; C = 99; D = 3; E = 109; F = 88; G = 119; H = 93

mol: O=C(NCc1ccccc1)NCC12CC3CC(CC(C3)C1)C2
  A = 93; B = 0; C = 88; D = -2; E = 95; F = 104; G = 99; H = 107

mol: CC(C)N(Cc1cnn(C)c1)C(=O)c1ccc(OC2CCN(Cc3ccccn3)CC2)cc1
  A = 100; B = 2; C = 100; D = 7; E = 100; F = 104; G = 88; H = 106

mol: O=C1NC(c2ccc3c(c2)OCO3)Nc2ccccc21 (stereo unspecified)
  A = 90; B = 0; C = 99; D = 3; E = 95; F = 110; G = 97; H = 98

mol: NCCCS(=O)(=O)O
  A = 83&78; B = 0&1; C = 101&92; D = -5&22; E = 92&80; F = 110&105; G = 112&116; H = 103&94

mol: O=C1OC(/C=C/c2ccccc2)=NC/1=C\c1cccnc1
  A = 102; B = 0; C = 107; D = 1; E = 95; F = 115; G = 115; H = 97

mol: O=C(NCCc1ccccc1)C(=O)NCCC1CCCCN1S(=O)(=O)c1ccccc1 (stereo unspecified)
  A = 103; B = 1; C = 98; D = 34; E = 110; F = 99; G = 106; H = 104

mol: COc1ccc(N2C(=O)c3ccccc3C2O)cc1 (stereo unspecified)
  A = 93; B = 0; C = 94; D = -3; E = 84; F = 94; G = 81; H = 103

mol: O=C(Nc1ccc(NC(=O)c2cc3ccccc3o2)cc1)c1ccco1
  A = 101; B = 0; C = 106; D = 1; E = 98; F = 100; G = 93; H = 105

mol: COc1ccccc1NC(=O)Nc1ccccc1Br
  A = 110; B = 0; C = 103; D = 3; E = 95; F = 93; G = 101; H = 108

mol: O=C(NCCc1ccccc1)c1nc(-c2cccs2)no1
  A = 92; B = 1; C = 101; D = 0; E = 92; F = 98; G = 94; H = 104

# Next records follow.
smiles	CIT2-GFP yeast	GRK2 aptamer HTS	RPL19A TOR yeast	VLA-4 inh	AGP1 TOR yeast	CR mimetic SO	LAP4-GFP MLPCN	MEP2-GFP yeast
N=c1ncn(CC(O)CN2CCOCC2)c2nc(N3CCOCC3)[nH]c12 (stereo unspecified)	?	6	?	13	?	104	?	?
CCSc1ncnc2c1sc1nc3c(cc12)COC(C)(C)C3	97	0	99	2	91	101	91	101
Cc1ccc(N2CC(=O)N(NC(=O)CN3CCN(c4ccccc4)CC3)CC2=O)cc1	91	0	98	-2	98	109	104	108
O=C(Nc1ccccc1Cl)NC1(C(=O)N2CCOCC2)CCCCC1	109	0	90	11	82	112	86	88
CC1CN(Cc2ccccc2Cl)CC(C)O1 (stereo unspecified)	98	0	94	0	97	87	100	95
CC(=O)Nc1ccc(NC(=S)NC(=O)C2CC2)cc1	98	0	98	5	98	93	101	100
COc1ccc(C2C(C#N)=C(N)Oc3n[nH]c(C)c32)cc1Cn1nnc2ccccc21 (stereo unspecified)	96	0	93	-5	100	88	93	106
Cc1sc2ncnc(Sc3nc4ccccc4s3)c2c1C	105	0	102	8	97	111	97	103
O=S(=O)(c1ccc(F)cc1)N1CCN(CC(O)COc2ccccc2F)CC1 (stereo unspecified)	99	0	99	7	101	116	105	103

# 2 entries picked at random from those above:
smiles	CIT2-GFP yeast	GRK2 aptamer HTS	RPL19A TOR yeast	VLA-4 inh	AGP1 TOR yeast	CR mimetic SO	LAP4-GFP MLPCN	MEP2-GFP yeast
CC1CN(Cc2ccccc2Cl)CC(C)O1 (stereo unspecified)	98	0	94	0	97	87	100	95
Cc1sc2ncnc(Sc3nc4ccccc4s3)c2c1C	105	0	102	8	97	111	97	103

# Source: PubChem
